GSIS activator = primary screen for activators of insulin secretion dependent on glucose, INS-1E cells, GLuc reporter luminescence. INS-1E GLuc reporter insulin secretion, 2-3 h. activation, % at 16.6 µM. actives 0.61% (n = 370,000);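 active means lowest replicate activation of at least 40%, so every replicate reaches that level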;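 further: 0% = median of neutral control wells and 100% = median of IBMX positive control wells; some compounds called inactive have numbers as strong as hits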
esBAF inh = inhibitors of esBAF chromatin remodeling in mouse ES cells. Bmi1-luciferase knock-in reporter, 24 h; 100% = twice the neutral-well signal. reporter increase, % at 12.5 µM. actives 2% (n = 350,000). AID 602393; in the data active means activation above about 40%;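 further: 0% = median of the plate's neutral control wells and 100% = double that signal; a rise in the Bmi1 reporter signal indicates esBAF inhibition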
RAD54 inh = blocks human RAD54 Holliday junction branch migration. actives 0.14% (n = 360,000). FAM/BHQ fluorescence. inhibition, % at 10.4 µM. Q92698;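 active means mean normalized replicate activity at least 40 and at least half of replicates scoring 40 or more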;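 further: 0% = median of neutral control wells and 100% = median of positive control wells; inhibitors cause a drop in the FAM fluorescence signal; in these data hits start at about 50%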
Target sequence (Q92698 whole entry, looked up): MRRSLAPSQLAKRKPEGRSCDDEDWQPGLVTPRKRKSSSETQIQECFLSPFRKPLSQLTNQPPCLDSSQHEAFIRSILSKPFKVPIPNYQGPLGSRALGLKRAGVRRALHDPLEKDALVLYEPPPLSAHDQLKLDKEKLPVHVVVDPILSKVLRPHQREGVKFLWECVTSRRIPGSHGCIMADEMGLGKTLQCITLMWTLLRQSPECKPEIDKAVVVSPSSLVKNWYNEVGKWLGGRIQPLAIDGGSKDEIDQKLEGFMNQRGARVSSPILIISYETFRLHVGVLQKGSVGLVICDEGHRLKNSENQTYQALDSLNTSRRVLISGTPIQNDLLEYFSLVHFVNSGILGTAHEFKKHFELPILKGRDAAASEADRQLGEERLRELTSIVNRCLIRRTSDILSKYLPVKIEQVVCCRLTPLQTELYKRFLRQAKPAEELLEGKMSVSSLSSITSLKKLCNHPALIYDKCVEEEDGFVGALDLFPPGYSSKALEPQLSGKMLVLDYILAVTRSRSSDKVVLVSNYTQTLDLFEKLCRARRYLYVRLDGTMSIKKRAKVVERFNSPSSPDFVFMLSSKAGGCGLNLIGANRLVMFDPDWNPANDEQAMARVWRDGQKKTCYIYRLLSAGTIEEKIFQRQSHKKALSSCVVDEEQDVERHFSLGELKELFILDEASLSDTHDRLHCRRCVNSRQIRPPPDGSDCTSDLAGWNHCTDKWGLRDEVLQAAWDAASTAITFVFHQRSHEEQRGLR
* marks the source's active call; other numbers are inactive results; · = not tested or not shown. The list is partial; the hit share may differ from the screen's.

SMILES	GSIS activator	esBAF inh	RAD54 inh
Cn1c(=O)c2c(nc(NCCCN3CCOCC3)n2Cc2ccc(Cl)c(Cl)c2)n(C)c1=O	3.6	·	·
Cc1[nH]n(-c2c(Cl)cc(Cl)cc2Cl)c(=O)c1C=Nc1ccc(S(=O)(=O)N2CCOCC2)cc1	-7.7	·	·
CCn1c2c(c3cc(Br)ccc31)CCC/C2=N\O	0.1	·	·
Cc1ccc(C)c(Cn2nnc3c(=O)[nH]c(C4CCCN(C(=O)C5CCCCC5)C4)nc32)c1 (stereo unspecified)	-21.3	·	·
COc1ccc(NC(=O)CN2CCC3(O)CCCCC3C2c2ccccc2OC)cc1 (stereo unspecified)	-12.1	·	·
Cc1ccc(NC(=O)COC(=O)c2ccc3c(c2)NC(=O)C2CCCN32)cc1C (stereo unspecified)	-23.2	·	·
O=C(NCCC1=CCCCC1)C1CCN(S(=O)(=O)c2cccc3nonc23)CC1	-7.0	·	·
CC1Oc2ccccc2N(Cc2ccccc2F)C1=O (stereo unspecified)	25.8	·	·
N#CC(C#N)=Cc1cn(-c2ncc(C(F)(F)F)cc2Cl)c2ccccc12	-11.3	·	·
Cc1cc(OCCN2CCCCC2)nc2ccccc12	9.3	·	·
O=C1c2ccc(-c3nc4ccccc4o3)cc2C(=O)N1Cc1cccnc1	19.0	·	·
CCn1nc(CC(=O)Nc2nnc(CC(=O)N3CCOCC3)s2)c2ccccc2c1=O	20.7	·	·
COC(=O)c1ccc(CSc2nncn2C)cc1	9.3	·	·
Cc1ccc(Cn2c(C(=O)O)cc3sccc32)cc1	2.6	·	·
Cc1ccc(NC(=O)CSCC(=O)NC2CCCCC2)cc1	10.6	·	·
c1ccc(-c2ccc(-c3ccccn3)nn2)nc1	8.4	·	·
O=C(Cn1cnc2ccccc2c1=O)N1CCOCC1	16.0	·	·
O=C1CCC(/C=C/c2ccccc2)=NN1Cc1ccccc1Cl	-7.7	·	·
Cc1cc(NC(=O)CCC(=O)N(c2cccnc2)C(C(=O)NC2CCCC2)c2ccccc2F)no1 (stereo unspecified)	-1.0	·	·
CCCOc1ccc(C(C(=O)OCCN(CC)CC)c2ccccc2)cc1 (stereo unspecified)	-13.6	·	·
O=[N+]([O-])c1ccccc1NCCNS(=O)(=O)c1ccc(Cl)cc1	-10.5	·	·
S=C(NCc1ccccn1)Nc1ccc(Cl)c(Cl)c1	7.2	·	·
Cc1ccc2oc(-c3ccc(NC(=O)c4cccnc4)cc3)nc2c1	16.9	·	·
O=c1c2ccccc2nc2n1C(CSCc1ccc(Cl)cc1)CS2 (stereo unspecified)	3.7	·	·
O=C(c1cccs1)N(CCO)Cc1cc2cc3c(cc2[nH]c1=O)OCCO3	-7.3	·	·

More structures follow:
SMILES	GSIS activator	esBAF inh	RAD54 inh
COC(=O)c1nn(-c2ccccc2)nc1-c1nn(-c2ccccc2)nc1C(=O)OC	·	31.3	4.2
CC(C)(C)NC(=O)CN(C(=O)Cn1nnc(-c2ccccc2F)n1)c1cccc2c1CCCC2	·	1.0	3.6
Cc1cccc(OCc2nc3ccccc3c(=O)n2N)c1	·	59.3*	6.3
CC(=O)c1cccc(NC(=O)C2CCN(S(=O)(=O)c3ccc(F)cc3)CC2)c1	·	4.7	-12.2
CCNC(=O)CN1c2cccc3cccc(c23)S1(=O)=O	·	-1.5	-5.2
CCCCN(C)c1c(C)nc2ccc(C(=O)NCCOc3ccc(OC)cc3)cn12	·	-6.5	1.1
Cc1c(O)c(CN2CCCC2)cc2c1oc(=O)c1ccccc12	·	20.2	29.7
Cc1ccc(C(=O)N2CCN(c3ccc(NC(=O)c4cccnc4)cc3)CC2)cc1	·	2.7	0.0
O=C(CCCn1c(=S)[nH]c2ccccc2c1=O)NC1CCCCC1	·	-4.6	16.2
O=C(O)Cn1c(P(=O)(O)c2ccccc2)nc2ccccc21	·	-6.4	-6.8
COc1cccc(N2CCN(C(=S)NCc3ccco3)CC2)c1	·	-10.3	5.0
CNc1nc(OC)nc(N2CCOCC2)n1	·	-9.4	1.0
O=C(CSc1nc(-c2ccccc2)cc(=O)[nH]1)N1CCOCC1	·	-6.8	-3.2
Cc1ccc(SCCNC(=O)c2ccccc2C)cc1	·	-1.5	0.7
CSc1nc(NCc2ccco2)c2ccccc2n1	·	-1.0	-2.5
O=C(Nc1cccc2c1CCCC2)C1CCN(c2nnnn2-c2ccccc2)CC1	·	13.0	5.2
CCOc1nc(C)ccc1-c1noc(CC)n1	·	1.3	-4.2
Cc1cc(C)c(C(=O)CSc2nnc(-c3ccccc3Br)o2)cc1C	·	5.7	-24.2
O=[N+]([O-])c1ccc(S(=O)(=O)N2CCN(Cc3c[nH]c4ccccc34)CC2)cc1	·	-1.8	-1.6
Cc1ccc(Nc2nc(C(=O)N3CCC(C(=O)N4CCN(C)CC4)CC3)cs2)cc1	·	8.3	10.0
CN(C(=O)N1CCN(c2ccccn2)CC1)c1ccccc1	·	-2.7	-0.9
CC1=C/C(=N\OC(=O)/C=C/c2ccccc2)C(C)=CC1=O	·	-6.3	5.6
CNS(=O)(=O)c1cc(OCC(N)=O)c(C)cc1Cl	·	-1.3	-8.1
CCC(C)n1c(-c2cccs2)nc2nc3ccccc3nc21 (stereo unspecified)	·	-9.9	4.2
COc1cccc(CN2C(=O)Nc3ccccc3C(=O)N2C(C)(C)C)c1	·	-0.4	-11.4

Following part.
SMILES	GSIS activator	esBAF inh	RAD54 inh
COc1ccc(CCNC(=O)CCCn2c(SCC#N)nc3ccccc3c2=O)cc1OC	·	1.7	-10.6
CCc1nnc(NC(=O)CSc2nnc(-c3cccnc3)n2CC)s1	·	-8.1	-14.4
c1ccc(-n2ncc3c2ncn2nc(CSc4nc5ccccc5s4)nc32)cc1	·	-5.8	7.8
C=CCNc1ncnc2c1ncn2C1OC(CO)C(O)C1O (stereo unspecified)	·	-0.4	-13.8
COCCn1c(C)cc(C(=O)CSc2nc(C)cc(C)c2C#N)c1C	·	-8.9	-11.3
CCOC(=O)C(NC(=O)N1CCCCC1)(c1ccccc1)C(F)(F)F (stereo unspecified)	·	-15.2	-7.0
CCOc1ccccc1-n1c(SCC(=O)NC(C)(C)C)nnc1-c1ccoc1C	·	0.7	-0.1
COc1ccc(-c2nc(C#N)c(NCCCn3ccnc3)o2)cc1OC	·	1.2	20.5
CNC(=O)c1ccccc1-c1ccccc1	·	0.4	-1.5
C=Cc1ccc(CC2(C)C(=O)Nc3c(Cl)cccc32)cc1 (stereo unspecified)	·	-3.4	-1.1
Cc1cc(C(C)(C)C)ccc1OCCN(C)C	·	14.8	1.0
Cc1ccc(Cn2nnnc2CN2CCC(c3nc4ccc(Cl)cc4[nH]3)CC2)cc1	·	-2.3	6.8
C/C(=N\NC(=O)c1nc(C)cc(C)n1)c1ccccc1	·	8.3	-17.5
COC(=O)CCCC(=O)Nc1c(F)c(F)c(F)c(F)c1F	·	-4.9	-8.5
Cc1ccnc(N2CCC(C(=O)Nc3nnc(C)s3)CC2)n1	·	15.1	0.8
CN1C(=O)CC(N2CCN(c3ncccn3)CC2)C1=O (stereo unspecified)	·	-10.0	-6.1
COC1=CC(=O)C(O)=C(CCCCCCC/C=C/CCCCCCCC2=C(O)C(=O)C=C(OC)C2=O)C1=O	·	-8.1	-0.4
Cn1cc(SCC(=O)Nc2nc3ccccc3s2)c2ccccc21	·	13.2	-8.8
Cc1c(C)c2c(OCC(=O)N3CCC(C(=O)NCC(C)C)CC3)cc3c(c2oc1=O)CCC(C)(C)O3	·	-2.4	2.3
CS(=O)(=O)N(CC(=O)NCc1ccc(Cl)cc1)C1CCCCC1	·	-2.5	-3.5
CCC(=O)Nc1nnc(C)s1	·	-2.2	-8.6
Cc1c(CCO)c(=O)n(C)n1C(=O)c1ccc(Cl)cc1	·	1.6	0.6
CCCC(=O)N1CCC1(C)C(=O)Nc1scc(C)c1C#N (stereo unspecified)	·	-1.3	0.5
CCOC(=O)c1nn(-c2cccc(Cl)c2)c2nc(CC(C)C)c(C#N)c(=O)n12	·	-3.5	0.9
CCC(=O)N1CCc2cc(S(=O)(=O)CCC(=O)N3CCc4ccccc4C3)ccc21	·	-4.8	-3.6

Brought forward from above: 5 compounds, then new ones.
SMILES	GSIS activator	esBAF inh	RAD54 inh
CCC(=O)Nc1nnc(C)s1	·	-2.2	-8.6
Cc1c(CCO)c(=O)n(C)n1C(=O)c1ccc(Cl)cc1	·	1.6	0.6
CCCC(=O)N1CCC1(C)C(=O)Nc1scc(C)c1C#N (stereo unspecified)	·	-1.3	0.5
CCOC(=O)c1nn(-c2cccc(Cl)c2)c2nc(CC(C)C)c(C#N)c(=O)n12	·	-3.5	0.9
CCC(=O)N1CCc2cc(S(=O)(=O)CCC(=O)N3CCc4ccccc4C3)ccc21	·	-4.8	-3.6
CCn1c(SCC(=O)NC2CCCCC2)nnc1-c1cc2cccc(OC)c2o1	·	9.8	-3.5
Cc1c(C(C)O)nnn1-c1nonc1N (stereo unspecified)	·	-0.8	1.4
COc1ccc(CNC(=O)Cc2ccc(OC)c(S(=O)(=O)N3CCOCC3)c2)cc1	·	-7.9	0.5
COc1cc(/C=C/C(=O)N2CCN(C(=O)/C=C/c3cc(OC)c(OC)c(OC)c3)CC2)cc(OC)c1OC	·	-10.4	1.4
CC1(C)CC(=O)c2sc(NC(=O)CN3CCCCC3)nc2C1	·	-7.0	1.3
C=CCn1c(=O)c2ccccc2n2c(SCC(=O)c3ccccc3)nnc12	·	22.1	-22.2
O=C(NC1CCCCC1)C(c1ccncc1)N(Cc1ccc2c(c1)OCO2)C(=O)C(F)(F)F (stereo unspecified)	·	-2.9	0.7
COc1cc(NC(=O)c2ccccc2Cl)ccc1NC(=O)c1ccco1	·	51.4*	0.1
O=C(NC1CCN(Cc2ccccc2)CC1)C1CCN(S(=O)(=O)c2cccc([N+](=O)[O-])c2)CC1	·	2.4	2.5
CCn1c(NC(=O)Nc2ccccc2OC)nc2ccccc21	·	4.1	4.5
COc1ccc(NC(=O)CC2COc3ccccc3O2)c(OC)c1 (stereo unspecified)	·	11.1	-4.6
CC(C)OC(=O)Cn1nnc(-c2ccccc2)n1	·	6.4	-3.0
CS(=O)(=O)N1CCN(C(=O)c2ccc(-c3ccccc3)cc2)CC1	·	-5.9	2.6
CC1(C)CC(=O)C(C=N)=C(O)C1	·	6.3	-8.2
Cc1ccc(-c2nn(C)c(=O)c3ccccc23)cc1CNS(C)(=O)=O	·	-0.3	-11.0
O=C(O)CC1=C(O)C(=O)N(c2ccccc2)C1c1ccc(Br)cc1 (stereo unspecified)	·	5.6	-28.3
Nc1ccc(-n2nncc2-c2ccc(Cl)cc2)cc1	·	4.9	-1.6
O=C(CCn1cnc2ccccc2c1=O)Nc1ccc2c(c1)OCCO2	·	17.0	-2.1
OCCNc1nc(-c2ccccc2)c2ccccc2n1	·	-0.1	5.0
COc1ccc(N(CC(=O)Nc2ccc3c(c2)OCCO3)S(=O)(=O)c2cccnc2)cc1	·	-14.6	-7.1
CCn1nnnc1SCC(=O)NNC(=O)C1CCCCC1	·	6.5	-2.5
O=C(NC(=S)N1CCN(c2c(Cl)cccc2[N+](=O)[O-])CC1)c1cccs1	·	-1.2	-5.2
O=C1CC(=O)OC(c2ccc([N+](=O)[O-])cc2)O1	·	3.0	10.5
COc1ccc(-c2nc(C#N)c(NCc3cccnc3)o2)cc1OC	·	-1.3	19.4
CCCCS(=O)(=O)c1sc2nc(C)cc(C)c2c1N	·	7.2	-4.1

Not a retest: entries from further up.
SMILES	GSIS activator	esBAF inh	RAD54 inh
CC1(C)CC(=O)C(C=N)=C(O)C1	·	6.3	-8.2
Cc1ccc(-c2nn(C)c(=O)c3ccccc23)cc1CNS(C)(=O)=O	·	-0.3	-11.0
O=C(O)CC1=C(O)C(=O)N(c2ccccc2)C1c1ccc(Br)cc1 (stereo unspecified)	·	5.6	-28.3
Nc1ccc(-n2nncc2-c2ccc(Cl)cc2)cc1	·	4.9	-1.6
O=C(CCn1cnc2ccccc2c1=O)Nc1ccc2c(c1)OCCO2	·	17.0	-2.1
OCCNc1nc(-c2ccccc2)c2ccccc2n1	·	-0.1	5.0
COc1ccc(N(CC(=O)Nc2ccc3c(c2)OCCO3)S(=O)(=O)c2cccnc2)cc1	·	-14.6	-7.1

3 compounds from above, sorted by number of heavy atoms, smallest number first:
SMILES	GSIS activator	esBAF inh	RAD54 inh
CCn1nnnc1SCC(=O)NNC(=O)C1CCCCC1	·	6.5	-2.5
CC1(C)CC(=O)c2sc(NC(=O)CN3CCCCC3)nc2C1	·	-7.0	1.3
CCn1c(NC(=O)Nc2ccccc2OC)nc2ccccc21	·	4.1	4.5

Next part.
SMILES	GSIS activator	esBAF inh	RAD54 inh
COc1ccc(C2(C(=O)NCC3CCCO3)CCOCC2)cc1 (stereo unspecified)	·	-4.3	-1.7
Cc1[nH]c2ccccc2c1-c1nc2ccccc2[nH]1	·	4.0	6.2
N#Cc1nc(-c2cccs2)oc1NCCN1CCOCC1	·	-8.8	6.5
CC(C)C(c1nnnn1Cc1ccco1)N1CCN(c2nc3ccccc3s2)CC1 (stereo unspecified)	·	18.6	3.6
Clc1ccc(-n2ncc3c(NCc4cccs4)ncnc32)cc1	·	31.4	6.8
N=c1c(C(=O)NCc2ccc(F)cc2)cc2c(=O)n3ccccc3nc2n1Cc1cccnc1	·	1.5	-0.8
CC1(C(=O)O)CCC(C(=O)Nc2ccccc2)C1(C)C (stereo unspecified)	·	-2.5	4.7
CCOC(=O)c1c(C)[nH]c(C)c1C(=O)CSc1nnnn1-c1ccccc1	·	1.3	-14.7
CC1S/C(=C(\C#N)C(=O)NCc2ccco2)N(Cc2ccco2)C1=O (stereo unspecified)	·	7.8	-2.1

From PubChem BioAssay
